FLuc counter – counter-screen for miR-21 project: firefly luciferase inhibitors or activators | P08659 | purified FLuc, Km substrates, luminescence inhibition | Potency, µM (doses to about 57.5 µM), for the others: at the highest dose activity change, negative = inhibition, most hits filed as inhibitors | hit rate 6.9% among 360,000;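 further: potency means the concentration at half of the fitted maximal effect; plate controls were vehicle for no effect and reference inhibitor for full effect; nearly all actives have a fitted effect of over 55% in size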
Target sequence (P08659 whole entry, looked up): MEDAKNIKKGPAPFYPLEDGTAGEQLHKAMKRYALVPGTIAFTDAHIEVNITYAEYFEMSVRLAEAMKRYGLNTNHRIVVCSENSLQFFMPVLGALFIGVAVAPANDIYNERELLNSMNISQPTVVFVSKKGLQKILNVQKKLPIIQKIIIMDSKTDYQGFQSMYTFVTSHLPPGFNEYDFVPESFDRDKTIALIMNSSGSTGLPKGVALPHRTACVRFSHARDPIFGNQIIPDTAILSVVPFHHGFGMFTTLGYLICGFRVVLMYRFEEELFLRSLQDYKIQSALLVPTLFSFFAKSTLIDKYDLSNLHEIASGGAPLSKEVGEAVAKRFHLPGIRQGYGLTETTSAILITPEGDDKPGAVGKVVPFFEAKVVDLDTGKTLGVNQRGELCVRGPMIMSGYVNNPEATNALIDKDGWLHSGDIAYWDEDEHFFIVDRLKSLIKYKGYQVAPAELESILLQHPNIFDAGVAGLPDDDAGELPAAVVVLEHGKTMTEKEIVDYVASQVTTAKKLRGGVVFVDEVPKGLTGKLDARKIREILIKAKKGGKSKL
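Biochemical qHTS of compounds, final roughly 60 µM downward over six points, against 10 nM purified firefly luciferase using Km concentrations of substrates (10 uM D-luciferin, 10 uM ATP) in Tris acetate pH 7.5 buffer; luminescence output.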
uPA surface inh – cell surface uPA generation inhibition | AID 540303 | cell surface uPA generation assay, qHTS | Potency, µM (titrated, usually from 38.3 µM), for inactives: at the highest dose activity change, negative = inhibition, most hits filed as inhibitors | hit rate 0.31% among 330,000; active means well fitted inhibition curve with a large enough effect; inconclusive means small, poorly fitted or top-dose-only effect; inactive means no such curve, though single readings can be large or run the other way; tested in mouse RAW 264.7 cells; further: potency means the concentration at half of the fitted maximal effect; on the % scale 0 is the no-effect control and ±100 the full control effect; nearly all actives have a fitted effect of over 55% in size
RORgamma inh – blocks mouse ROR gamma transcriptional activity | Drosophila S2 Gal4-RORgamma UAS-luciferase reporter, 20 h | AID 2551 | hit rate 5.4% among 310,000 | Potency, µM (doses to about 53.6 µM), for the others: at the top dose activity change, negative = inhibition, actives largely listed as inhibitors; further: potency means the concentration at half of the fitted maximal effect; on the % scale 0 is the no-effect control and ±100 the full control effect; nearly all actives have a fitted effect of over 60% in size
Target sequence (P51450 whole entry, looked up, the tested form may be a part): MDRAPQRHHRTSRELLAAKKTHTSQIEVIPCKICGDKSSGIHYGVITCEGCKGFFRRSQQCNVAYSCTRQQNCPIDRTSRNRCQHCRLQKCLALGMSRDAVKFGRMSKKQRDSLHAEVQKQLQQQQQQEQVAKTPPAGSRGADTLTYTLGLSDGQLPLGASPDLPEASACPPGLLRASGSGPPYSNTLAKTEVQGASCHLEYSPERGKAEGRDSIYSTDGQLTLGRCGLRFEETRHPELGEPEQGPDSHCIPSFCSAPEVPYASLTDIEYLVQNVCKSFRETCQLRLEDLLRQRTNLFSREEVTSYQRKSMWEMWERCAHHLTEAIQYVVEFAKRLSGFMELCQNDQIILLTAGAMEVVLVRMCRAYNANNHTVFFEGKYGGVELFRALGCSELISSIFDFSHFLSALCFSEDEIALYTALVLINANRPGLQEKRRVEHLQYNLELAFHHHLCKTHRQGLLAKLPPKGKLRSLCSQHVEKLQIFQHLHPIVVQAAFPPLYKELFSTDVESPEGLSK
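In this cell-based reporter format, copper sulfate (700 uM final) drives Gal4–ROR gamma fusion expression from a metallothionein promoter in Drosophila Schneider cells; compounds preincubated 1 hr, reporter read after 20 hr at ambient temperature.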
Tb PFK inh – T. brucei PFK enzyme inhibition; O15648; T. brucei PFK, ADP-Glo luminescence; Potency, µM (titrated, usually from 57.5 µM), for the others: top-dose activity, negative = inhibition, hits mostly inhibitors; hit rate 0.17% among 330,000; AID 485367;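 further: potency means the concentration at half of the fitted maximal effect; 0% = uninhibited 1x PFK enzyme wells and -100% = no-enzyme wells; nearly all actives have a fitted effect of over 60% in size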
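In TEA buffer at pH 8.0 with 5 mM MgCl2, enzyme (1.25 nM) converted F6P (0.5 mM) and ATP (0.1 mM) for 45 min at room temperature. ADP product was read by luciferase luminescence.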
Coupling enz – counter-screen for Giardia aldolase inhibitors: coupling enzyme system. coupling enzyme system counterscreen, AmpLite Red fluorescence. activity change, negative = inhibition, % at 58.2 µM, hits read low. hit rate 0.67% among 290,000. AID 2472; in the data active means activity change below about -30%; further: on the % scale 0 is the no-effect control and ±100 the full control effect
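First, compound is pin-transferred into glyceraldehyde-3-phosphate coupling-enzyme reagent at 57.5 uM final and held 10 min at RT. Next, substrate, coupling system and AmpLite Red are added. After 20 min RT, fluorescence (525/598 nm) is read.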
Gal4-VP16 FLuc – inhibits Gal4-VP16 luciferase reporter, ROR gamma counter-screen | Drosophila S2 Gal4-VP16 UAS-luciferase, luminescence, 20 h | Potency, µM (doses to about 53.6 µM), for the others: at the highest dose activity, negative = inhibition, usual class: inhibitors | hit rate 3.5% among 310,000 | AID 2546;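 further: Gal4-VP16 expression switched on by copper sulfate through the metallothionein promoter; potency means the concentration at half of the fitted maximal effect; on the % scale 0 is the no-effect control and ±100 the full control effect; nearly all actives have a fitted effect of over 50% in size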
NPC1 prom act – NPC1 promoter activation. Huh7 NPC1 promoter luciferase reporter, 24 h. Potency, µM (highest dose often 9.22 µM), for the others: at the highest dose activation, most hits filed as activators. hit rate 2.4% among 320,000;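 further: potency means the concentration at half of the fitted maximal effect; % of control where 0% means no effect; nearly all actives have a fitted effect of over 60% in size; reporter is driven by a mutant NPC1 promoter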
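Compounds in DMSO were transferred onto Huh7 NPC1-luciferase reporter cells pre-incubated 2 h; after 24 h at 37 °C, Amplite reagent was dispensed and luminescence recorded 10 min later.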
KCNH2 3.1 block – KCNH2 3.1 (human) potassium channel inhibition; hit rate 0.95% among 340,000; U2OS KCNH2 3.1, thallium flux FluxOr; stronger effect = lower value; activity change, % (tested at about 1.8 µM);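 active means maximum activity change below -70%; inconclusive means maximum activity change from -70% to -50%; inactive means maximum activity change above -50%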;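 further: thallium influx rate constant from kinetic fluorescence after stimulation buffer; on the % scale 0 is the no-effect control and ±100 the full control effect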
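U2OS cells transduced with KCNH2 3.1 mutant virus (1.77 x 10^8 /mL, 4 h), plated overnight at 37 C, loaded 45 min with FluxOr dye plus Red40 quencher. Thallium flux rate constant from kinetic reads after stimulation buffer, normalised to controls.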
Rab9 prom act – activates the Rab9 promoter. Huh7 Rab9 promoter-luciferase reporter, luminescence, 24 h. Potency, µM (doses to about 9.22 µM), inactives show top-dose activation, negative = inhibition, most hits filed as activators. hit rate 2.8% among 320,000. AID 485297; further: potency means the concentration at half of the fitted maximal effect; % of control where 0% means no effect; nearly all actives have a fitted effect of over 60% in size
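Huh7 cells stably carrying Rab9 promoter–luciferase reporter, plated 1500 cells/well, compound added after 2 h and incubated 24 h at 37 °C; luciferase luminescence then read after 10 min with detection reagent.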
Giardia kill – Giardia lamblia killing; hit rate 0.15% among 340,000; Giardia lamblia trophozoite viability; activity change, % at 7.66 µM, hits read low; in the data active means activity change below about -80%; inconclusive means between about -30% and that limit;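 further: parasites exposed to compound for two days anaerobically before the ATP read; on the % scale 0 is the no-effect control and ±100 the full control effect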
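Luminescence from cellular ATP indicates surviving trophozoites (100 cells/well) following 48 hrs anaerobic compound treatment at 37 deg C; signal develops 15-30 min at room temperature.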
* = called active by the depositor; ? = inconclusive; . = not tested or not shown; & = joins results of further samples; [ ] = another dose, or the depositor's remark. Unless noted, the call rests on the fitted dose curve; in most records, active means well fitted curve in the direction sought with a large enough effect; inconclusive means small, poorly fitted or top-dose-only effect, or another doubt; inactive means no such curve, though single readings can be large; an effect the other way counts as inactive or inconclusive.

Each structure is followed by: KCNH2 3.1 block | Rab9 prom act | Giardia kill | uPA surface inh | NPC1 prom act | FLuc counter | RORgamma inh | Tb PFK inh | Coupling enz | Gal4-VP16 FLuc
COC(=O)C1=C(C(=O)OC)[C@@H]2N(Cc3ccccc3)c3ccccc3[C@@]23C[C@@H](C(=O)OC)N(C(=O)C2CCC2)C3=N1
    . | . | -25 | 14% | . | . | . | . | 2 | .
COC(=O)C1=C(C(=O)OC)[C@@H]2N(C)c3ccccc3[C@@]23C[C@@H](C(=O)OC)N(C(=O)c2ccco2)C3=N1
    . | . | 2 | -16% | . | . | . | . | -4 | .
c1ccc2n[nH]nc2c1
    . | . | -17 | 5% | . | . | -4% | . | . | -11%
CC(C)OC(=O)c1c(-c2ccccc2)c(-c2ccccc2)nn(C)c1=O
    . | . | -20 | . | . | ? | . | . | . | .
COc1ccc(-c2ccc3c(N)c(C(=O)Nc4cccc(C)c4)sc3n2)cc1
    . | . | -4 | . | . | 1% | . | . | . | .
COc1cc(C2C(C(=O)Nc3ccccc3C)=C(C)Nc3nc(SCc4cc(C)ccc4C)nn32)ccc1O (centres undefined)
    . | . | 9 | . | . | -2% | . | . | . | .
Cc1cc(C)c2nc(N(Cc3cccnc3)C(=O)CCS(=O)(=O)c3ccccc3)sc2c1
    . | . | 7 | . | . | -2% | . | . | . | .
CCN(C(=O)C1CCCN(c2ncnc3onc(-c4ccc(F)cc4)c23)C1)c1ccccc1 (centres undefined)
    . | . | -2 | . | . | -5% | . | . | . | .
COc1ccc(S(=O)(=O)N2CCN(c3ccc(F)cc3)CC2)cc1-c1noc(C)n1
    . | . | 5 | . | . | -4% | . | . | . | .
Cc1ccc(S(=O)(=O)N2CC=C(c3c(C)n(CC(=O)N4CCCC4)c4ccccc34)CC2)cc1C
    . | . | -6 | . | . | 1% | . | . | . | .
CCCCNC(=O)CSc1nnc(C)c2c(C)n(-c3ccccc3)nc12
    . | . | -12 | . | . | 2% | . | . | . | .
CCCCCC(=O)N1c2ccccc2C(C)(c2ccccc2)CC1(C)C (centres undefined)
    . | . | -5 | . | . | -3% | . | . | . | .
Cc1nn(C(=O)c2cccc([N+](=O)[O-])c2C)c(C)c1S(=O)(=O)N1CCCCCC1
    . | . | 10 | . | . | 2% | . | . | . | .
Cc1cc(C)cc(OCCn2c(CCNC(=O)C3CCCCC3)nc3ccccc32)c1
    . | . | -6&-11 | . | . | -4% | . | . | . | .
CCC(=O)N1CCc2cc(CNS(=O)(=O)c3cc(OC)ccc3OC)ccc21
    . | . | -19 | . | . | -1% | . | . | . | .
Cc1ccc(C(=O)OC2=C(C(=O)c3ccccc3)N(C)S(=O)(=O)c3ccccc32)cc1
    . | . | -23 | . | . | 5% | . | . | . | .
CC1=C(C(=O)Nc2ccccc2C)C(c2ccc[nH]2)n2ncnc2N1 (centres undefined)
    . | . | 2 | . | . | -11% | . | . | . | .
Cc1cccc(OCCCn2c(CCNC(=O)C3CCCCC3)nc3ccccc32)c1
    . | . | 19 | . | . | ? | . | . | . | .
CCSc1ncc(Cl)c(C(=O)Nc2sc3c(c2C(=O)NCCCOC)CCCC3)n1
    . | . | -13 | . | . | -3% | . | . | . | .
Cc1ccc2c(CC(=O)Nc3c(C(=O)c4ccc(F)cc4)oc4ccccc34)coc2c1C
    . | . | -15 | . | . | -5% | . | . | . | .
CN1CCc2c(sc(NC(=O)CSc3ccccc3)c2-c2nc3ccccc3s2)C1
    . | . | 34[activator] | . | . | 4% | . | . | . | .
COc1ccc(C(=O)Oc2ccc(C(c3c(C)[nH][nH]c3=O)c3c(C)[nH][nH]c3=O)cc2OC)cc1
    . | . | -10 | . | . | ? | . | . | . | .
COc1cc(C(=O)Nc2ccccc2-c2nc(-c3ccccc3)no2)cc(OC)c1OC
    . | . | 13 | . | . | -4% | . | . | . | .
Cc1ccc2nc(NC(=O)CSc3[nH]c(=O)ncc3C)sc2c1
    . | . | -24 | . | . | -10% | . | . | . | .
COc1cccc(C(=O)c2sc3nc(-c4ccccc4)cc(C(F)(F)F)c3c2N)c1
    . | . | 4 | . | . | -1% | . | . | . | .
CC1CCc2c(sc(NC(=O)Cc3ccccc3)c2C(=O)Nc2ccc(Cl)cc2)C1 (centres undefined)
    . | . | 3 | . | . | -1% | . | . | . | .
O=C(CCS(=O)(=O)c1nc(-c2cccs2)cc(C(F)(F)F)n1)Nc1cc(Br)ccc1O
    . | . | 3 | . | . | -20% | . | . | . | .
Cc1ccccc1OCCCn1c(CCNC(=O)C2CCCCC2)nc2ccccc21
    . | . | -10 | . | . | ? | . | . | . | .
CC(=O)Nc1ccc(S(=O)(=O)NC(C(=O)O)C(C)C)cc1 (centres undefined)
    -72* | . | -11 | . | . | . | . | . | . | .
CN(C)c1ncc(C2=C(Cl)C(=O)C(N3CCCC3)=C(Cl)C2=O)s1
    0 | . | -6 | . | . | . | . | . | . | .
Cc1ccc(S(=O)(=O)N2CCN(S(C)(=O)=O)CC2)cc1
    -7 | . | 11 | . | . | . | . | . | . | .
CSc1nc(C)cc(OCCNS(=O)(=O)c2ccc(C)cc2)n1
    12 | . | -6 | . | . | . | . | . | . | .
CCOC(=O)C1CCN(C(c2cc3cc(C)cc(C)c3[nH]c2=O)c2nnnn2C2CCCCC2)CC1 (centres undefined)
    9 | . | -8 | . | . | . | . | . | . | .
CCCc1cc(N2CCCC(C(=O)Nc3cc(Cl)ccc3OC)C2)n2ncnc2n1 (centres undefined)
    -24 | . | 10 | . | . | . | . | . | . | .
Cc1nc2ncnn2c(Nc2ccc3c(c2)OCCO3)c1C
    -2 | . | -21 | . | . | . | . | . | . | .
O=C(CSc1nc2ccccc2c(=O)n1CC1CCCO1)N1CCN(c2ccccc2)CC1 (centres undefined)
    ? | . | 7 | . | . | . | . | . | . | .
Cc1cccc(CCNS(=O)(=O)c2ccc(S(=O)(=O)N3CCC(C)CC3)cc2)c1
    -79* | . | 13 | . | . | . | . | . | . | .
Cc1nnc(SCCn2c(N(C)Cc3ccccc3)nc3c2c(=O)n(C)c(=O)n3C)s1
    -4 | . | 4 | . | . | . | . | . | . | .
COC(=O)CC(C(=O)Nc1cc(C(=O)OC)cc(C(=O)OC)c1)N1CCN(C)CC1 (centres undefined)
    0 | . | 2 | . | . | . | . | . | . | .
NC(Cc1ccc2nsnc2c1)C(=O)O (centres undefined)
    -9 | . | 3 | . | . | . | . | . | . | .
CCn1c(SCC(=O)N2c3ccccc3CCc3ccccc32)nc2c1c(=O)n(C)c(=O)n2C
    -18 | . | 25 | . | . | . | . | . | . | .
COc1ccc(-c2c(C#N)c(N)nc3c2CCCC3)cc1OC
    12 | . | -6 | . | . | . | . | . | . | .
CC(=O)c1ccc(NC(=O)c2cn(C)c(=O)c3ccccc23)cc1
    28 | . | . | . | . | -8% | . | . | . | .
Cc1ccc(CNC(=O)C2CCN(S(=O)(=O)N3CCC(C)CC3)CC2)cc1
    12 | . | . | . | . | -2% | . | . | . | .
Cc1cccc(-c2nc(CCNC(=O)c3ccco3)cs2)c1
    8 | . | . | . | . | -20% | . | . | . | .
COc1ccccc1N1CCN(CCC(=O)Nc2cccc(F)c2)CC1
    2 | . | . | . | . | -1% | . | . | . | .
COc1ccc(N2CCN(C(=O)c3ccc4c(c3)CCN4S(C)(=O)=O)CC2)cc1
    8 | . | . | . | . | 3% | . | . | . | .
O=C(COc1ccccc1F)Nc1ccc(-c2nc3ccccc3s2)cc1
    . | 0.63µM* | . | . | 0.89µM* | . | . | -21% | . | .
Cc1ccc(Nc2nc(Cl)nc3ncn(C)c23)c(C)c1
    8 | . | -4 | 7% | . | . | . | . | . | .
COc1ccc(-c2ccc3oc(-c4ccsc4)c(-c4ccc(OC)cc4)c3c2)cc1
    17 | . | 25 | -4% | . | . | . | . | . | .
Nc1c(Br)cc(Br)c2c1C(=O)c1c(cccc1S(=O)(=O)O)C2=O
    3 | . | -2 | 0% | . | . | . | . | . | .
Fc1ccc(-c2ccc3c(c2)C2CC3CCN2)cc1 (centres undefined)
    -28 | . | -26 | ? | . | . | . | . | . | .
COc1cc(C(=O)N2CCN(S(=O)(=O)c3ccc(C(C)C)cc3)CC2)ccc1OCC(=O)N1CCOCC1
    -3 | . | 1 | 9% | . | . | . | . | . | .
NC(=O)c1ncn([C@@H]2O[C@H](CNCc3cccc4c3sc3ccccc34)[C@@H](O)[C@H]2O)n1
    -12 | . | 25 | 10% | . | . | . | . | . | .
CC(C)C1Cc2ccccc2-c2[nH]c(=S)[nH]c(=O)c21 (centres undefined)
    -15 | . | -3 | -2% | . | . | . | . | . | .
COc1ccc(C2C3=C(COC3=O)Oc3cc4c(cc32)OCO4)cc1OC (centres undefined)
    3 | . | 20&-18 | -10% | . | . | . | . | . | .
CC(C)C(C)N(Cc1cccc(C(=O)O)c1)C(=O)c1ccc2ccccc2n1 (centres undefined)
    23 | . | 16 | -1% | . | . | . | . | . | .
CCC1CCCCN1S(=O)(=O)c1ccc(NC(=O)C2CC(=O)N(C(C)(C)C)C2)cc1 (centres undefined)
    14 | . | -16 | -1% | . | . | . | . | . | .
CN1C(=O)C(CC#N)(C2(CC#N)C(=O)N(C)c3ccccc32)c2ccccc21 (centres undefined)
    -6 | . | 0 | 12% | . | . | . | . | . | .
O=C(Nc1cccc(Cl)c1Cl)C1CCCC1
    5 | . | -20 | -3% | . | . | . | . | . | .

The list is partial; rates above refer to the full screens.
